# Gal4-VP16 FLuc = inhibits Gal4-VP16 luciferase reporter, ROR gamma counter-screen. actives 3.5% (n = 310,000). Potency, µM (series often up to 53.6 µM), for inactives: top-dose activity, negative = inhibition, usual class: inhibitors. Drosophila S2 Gal4-VP16 UAS-luciferase, luminescence, 20 h;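 note: Gal4-VP16 expression switched on by copper sulfate through the metallothionein promoter; potency is the fitted concentration of half-maximal effect; % is set by controls: 0 for no effect and ±100 for the full control effect; nearly all actives have a fitted effect of over 50% in size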
# FLuc counter = firefly luciferase modulation, counter-screen for miR-21 project; purified FLuc, Km substrates, luminescence inhibition; Potency, µM (doses to about 57.5 µM), for the others: at the highest dose activity change, negative = inhibition, usual class: inhibitors; actives 6.9% (n = 360,000); AID 588342;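 note: potency is the fitted concentration of half-maximal effect; plate controls were vehicle for no effect and reference inhibitor for full effect; nearly all actives have a fitted effect of over 55% in size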
# Target sequence (P08659 whole entry, looked up): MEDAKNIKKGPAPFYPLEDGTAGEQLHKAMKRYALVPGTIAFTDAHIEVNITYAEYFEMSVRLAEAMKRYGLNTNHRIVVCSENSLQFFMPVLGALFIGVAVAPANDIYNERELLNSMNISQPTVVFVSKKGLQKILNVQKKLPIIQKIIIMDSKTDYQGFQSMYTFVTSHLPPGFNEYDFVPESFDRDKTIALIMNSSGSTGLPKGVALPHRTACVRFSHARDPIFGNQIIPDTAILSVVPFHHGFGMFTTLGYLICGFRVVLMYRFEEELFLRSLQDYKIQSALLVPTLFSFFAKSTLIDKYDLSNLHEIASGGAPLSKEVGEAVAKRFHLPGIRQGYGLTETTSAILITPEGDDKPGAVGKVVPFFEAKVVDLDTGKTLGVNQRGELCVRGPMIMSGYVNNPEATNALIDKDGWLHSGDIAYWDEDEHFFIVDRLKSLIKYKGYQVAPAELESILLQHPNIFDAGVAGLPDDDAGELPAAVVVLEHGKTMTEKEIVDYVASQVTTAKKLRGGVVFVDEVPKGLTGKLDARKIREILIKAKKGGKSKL
#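 Biochemical qHTS of compounds, final roughly 60 µM downward over six points, against 10 nM purified firefly luciferase using Km concentrations of substrates (10 uM D-luciferin, 10 uM ATP) in Tris acetate pH 7.5 buffer; luminescence output.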
# ELG1 genotox = inducers of genotoxicity in HEK293T ELG1-luciferase cells; HEK293T ELG1-luciferase reporter, luminescence, 16 h; Potency, µM (titrated, usually from 46 µM), for inactives: at the highest dose activity change, positive = activation, most hits filed as activators; actives 1.3% (n = 330,000); AID 504466; note: potency is the fitted concentration of half-maximal effect; % of control where 0% means no effect; nearly all actives have a fitted effect of over 60% in size
#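 DMSO vehicle served as control against compound-treated ELG1-luciferase HEK293T cells; exposure lasted 16 hr at 37 °C and 5% CO2, followed by ONE-Glo luminescence detection after 30 min.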
# NPC1 prom act = activators of NPC1 promoter; Huh7 NPC1 promoter luciferase reporter, 24 h; Potency, µM (series often up to 9.22 µM), for the others: at the top dose activation, most hits filed as activators; actives 2.4% (n = 320,000);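 note: potency is the fitted concentration of half-maximal effect; % of control where 0% means no effect; nearly all actives have a fitted effect of over 60% in size; reporter is driven by a mutant NPC1 promoter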
#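 Compounds in DMSO were transferred onto Huh7 NPC1-luciferase reporter cells pre-incubated 2 h; after 24 h at 37 °C, Amplite reagent was dispensed and luminescence recorded 10 min later.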
# FBPA coupling cs = counter-screen for Giardia aldolase inhibitors: coupling enzyme system | coupling enzyme system counterscreen, AmpLite Red fluorescence | activity change, negative = inhibition, % at 58.2 µM, hits read low | actives 0.67% (n = 290,000) | AID 2472; in the data active = activity change below about -30%; note: % is set by controls: 0 for no effect and ±100 for the full control effect
#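 Coupling enzymes only (glyceraldehyde-3-phosphate) + compound, at 57.5 uM final, 10 min RT; add substrate/coupling/AmpLite Red mix, 20 min RT; fluorescence ex 525/em 598 nm. Actives flag coupling-system interference.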
# Tb PFK inh = inhibitors of T. brucei phosphofructokinase; Potency, µM (titrated, usually from 57.5 µM), inactives show top-dose activity, negative = inhibition, usual class: inhibitors; AID 485367; actives 0.17% (n = 330,000); O15648; T. brucei PFK, ADP-Glo luminescence;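 note: potency is the fitted concentration of half-maximal effect; 0% = uninhibited 1x PFK enzyme wells and -100% = no-enzyme wells; nearly all actives have a fitted effect of over 60% in size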
#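 In TEA buffer at pH 8.0 with 5 mM MgCl2, enzyme (1.25 nM) converted F6P (0.5 mM) and ATP (0.1 mM) for 45 min at room temperature. ADP product was read by luciferase luminescence.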
# uPA generation = inhibitors of cell surface uPA generation; Potency, µM (titrated, usually from 38.3 µM), for inactives: top-dose activity change, negative = inhibition, most hits filed as inhibitors; actives 0.31% (n = 330,000); cell surface uPA generation assay, qHTS; AID 540303; active = well fitted inhibition curve with a large enough effect; inconclusive = small, poorly fitted or top-dose-only effect; inactive = no such curve, though single readings can be large or run the other way; tested in mouse RAW 264.7 cells; note: potency is the fitted concentration of half-maximal effect; % is set by controls: 0 for no effect and ±100 for the full control effect; nearly all actives have a fitted effect of over 55% in size
# Rab9 promoter act = activators of Rab9 promoter; actives 2.8% (n = 320,000); Potency, µM (top dose mostly 9.22 µM), for inactives: at the top dose activation, negative = inhibition, most hits filed as activators; Huh7 Rab9 promoter-luciferase reporter, luminescence, 24 h; note: potency is the fitted concentration of half-maximal effect; % of control where 0% means no effect; nearly all actives have a fitted effect of over 60% in size
#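 Huh7 cells stably carrying Rab9 promoter–luciferase reporter, plated 1500 cells/well, compound added after 2 h and incubated 24 h at 37 °C; luciferase luminescence then read after 10 min with detection reagent.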
# Giardia kill = kills Giardia lamblia | Giardia lamblia trophozoite viability | activity change, % at 7.66 µM, hits read low | actives 0.15% (n = 340,000) | AID 540267; in the data active = activity change below about -80%; inconclusive = between about -30% and that limit;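 note: parasites exposed to compound for two days anaerobically before the ATP read; % is set by controls: 0 for no effect and ±100 for the full control effect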
#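 Anaerobic 48 hrs incubation at 37 deg C of 100 trophozoites/well with test compounds; ATPLite 1-Step luminescence, 15-30 min RT, reports cellular ATP as viability.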
# RORg inh = inhibitors of mouse ROR gamma transcriptional activity. P51450. Drosophila S2 Gal4-RORgamma UAS-luciferase reporter, 20 h. Potency, µM (highest dose often 53.6 µM), for inactives: at the top dose activity change, negative = inhibition, hits mostly inhibitors. actives 5.4% (n = 310,000). AID 2551; note: potency is the fitted concentration of half-maximal effect; % is set by controls: 0 for no effect and ±100 for the full control effect; nearly all actives have a fitted effect of over 60% in size
# Target sequence (P51450 whole entry, looked up, the tested form may be a part): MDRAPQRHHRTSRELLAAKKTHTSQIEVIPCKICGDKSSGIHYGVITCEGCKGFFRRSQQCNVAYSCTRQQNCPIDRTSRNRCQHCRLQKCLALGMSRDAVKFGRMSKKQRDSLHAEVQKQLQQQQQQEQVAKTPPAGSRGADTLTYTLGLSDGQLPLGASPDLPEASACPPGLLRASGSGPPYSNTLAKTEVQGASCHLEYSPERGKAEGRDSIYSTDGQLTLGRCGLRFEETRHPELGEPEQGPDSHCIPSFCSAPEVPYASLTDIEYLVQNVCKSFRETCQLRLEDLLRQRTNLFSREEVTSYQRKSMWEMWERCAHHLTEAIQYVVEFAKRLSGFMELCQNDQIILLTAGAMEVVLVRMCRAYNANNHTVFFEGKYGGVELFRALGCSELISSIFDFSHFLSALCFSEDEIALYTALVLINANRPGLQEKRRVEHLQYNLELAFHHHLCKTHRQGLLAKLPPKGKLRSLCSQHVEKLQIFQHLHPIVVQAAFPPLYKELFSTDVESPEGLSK
#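 Stable Schneider cell line, Gal4 DNA-binding domain fused to ROR gamma, UAS-luciferase. Cmpd 1 hr RT → CuSO4 700 uM final → 20 hr RT → luciferase reagent 10 min → luminescence.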
# KCNH2 3.1 block = inhibitors of human KCNH2 3.1 potassium channel isoform. U2OS KCNH2 3.1, thallium flux FluxOr; hits give low values. activity change, % (tested at about 1.8 µM). actives 0.95% (n = 340,000);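 active = maximum activity change below -70%; inconclusive = maximum activity change from -70% to -50%; inactive = maximum activity change above -50%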;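 note: thallium influx rate constant from kinetic fluorescence after stimulation buffer; % is set by controls: 0 for no effect and ±100 for the full control effect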
#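 Thallium flux read-out: FluxOr dye with Red40 quencher in HBSS/HEPES, 45 min at RT. Rate constants from kinetic reads were normalized to positive and negative DMSO controls. Cells: U2OS virally expressing the 3.1 isoform.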
# An asterisk follows results filed as active; ? = inconclusive; . = not tested or not shown; & = joins results of further samples; [ ] = dose if it differs, or a comment. Unless noted, calls come from the whole dose curve; as a rule, active = well fitted curve in the direction sought with a large enough effect; inconclusive = small, poorly fitted or top-dose-only effect, or another doubt; inactive = no such curve, though single readings can be large; an effect the other way counts as inactive or inconclusive. The order is random; about 14% have a hit in one of these screens.
# Every second line gives: Gal4-VP16 FLuc, FLuc counter, ELG1 genotox, NPC1 prom act, FBPA coupling cs, Tb PFK inh, uPA generation, Rab9 promoter act, Giardia kill, RORg inh, KCNH2 3.1 block
- CCOc1ccc2sc(NS(=O)(=O)c3ccc(N)cc3)nc2c1
    4.2%, -10.8%, -2.5%, -6.6%, 10.0, -0.8%, 0.5%, -4.0%, 5.5, 3.2%, 5.1
- O=C(CCCC(=O)OCC1CCCO1)OCC1CCCO1 (stereo unspecified)
    -3.4%, 6.4%, -3.5%, -1.6%, 3.3, 1.5%, 4.3%, -0.5%, 4.1, 3.5%, 12.3
- CN1OC(c2ccccc2)=C(CO)C1c1ccccc1 (stereo unspecified)
    1.6%, -0.8%, 1.1%, 2.7%, 1.7, -2.8%, -6.0%, -6.2%, 8.5, ?, -33.9
- CC1CN(Cc2cc(=O)n3ccsc3n2)CC(C)O1 (stereo unspecified)
    -7.3%, 3.5%, 1.5%, -1.6%, -4.8, 0.4%, -3.6%, -0.1%, 0.8, 3.1%, -10.0
- CCCCCCN(C(=O)CCCCCN1C(=O)NC(c2ccc(-c3ccccc3)cc2)C(C(=O)OCc2ccccc2)=C1C)C(C(=O)NCCCC)c1ccc(O)cc1 (stereo unspecified)
    -13.8%&-0.6%, -0.5%, -1.3%, -5.6%, 0.7&-3.8, 0.1%, ., -5.6%, ., 2.0%&-2.7%, .
- CC(NC(=O)COC(=O)[C@@H]1CCCN1S(=O)(=O)c1ccccc1F)C12CC3CC(CC(C3)C1)C2 (stereo partly specified)
    -4.6%, -2.2%, 1.6%, 0.9%, -0.4, 8.4%, -1.7%, -2.8%, -5.5, -2.9%[10 µM], -22.0
- CC(C)COc1ccc(C(=O)OCCN2CCOCC2)c(O)c1
    16.1%, -11.8%, -2.3%, 2.4%, 0.6, 4.6%, 4.6%, 21.1%, -7.5, 13.9%, 2.0
- COc1cc(/C=N/NC(=O)C(NC(=O)c2ccccc2)c2n[nH]c(=O)c3ccccc23)ccc1OCC(N)=O (stereo unspecified)
    -7.9%, -0.8%, 1.3%, 1.8%, 1.9, -5.5%, 1.1%, 3.5%, 9.7, 2.5%, 15.4
- O=C(NC(=S)Nc1cccnc1Cl)c1ccc(F)cc1
    ?, ?, ?, 29.8%, 0.7, 4.8%, -6.1%, ?, -7.0, ?, -29.3
- Cc1ccc(CCNS(=O)(=O)c2cnc[nH]2)cc1
    -2.4%, 5.0%, 0.9%, 1.1%, 0.0, -0.6%, 2.7%, -2.0%, -16.1, -25.2%, 12.5
- O=C1Nc2cc(Br)ccc2C1(O)c1ccccc1O (stereo unspecified)
    -3.3%, -2.4%, -1.1%, -10.4%, -0.1, -0.2%, 4.5%, -4.1%[1.84 µM], -14.4, -11.1%, 1.7
- Cc1ccc([N+](=O)[O-])cc1NC(=O)Nc1cccc(F)c1
    ?, 1.9%, -13.5%, -1.9%, -1.0, -8.7%, ?, 3.8%, -18.3, ?, -4.2
- Cc1ccc(NC(=S)N(CCN2CCCCC2)Cc2ccco2)cc1
    -21.2%, 0.8%, -0.9%, -3.2%, 0.5, -3.3%, 0.7%, -5.8%, 1.6, ?, -2.9
- O=C(O)CCN1/C(=C/C=Nc2ccccc2)Oc2ccccc21
    -4.9%, 1.1%, 9.8%, -0.2%, -9.3, 1.9%, 5.1%, 3.7%, -13.7, -7.8%, -9.3
- COc1ccccc1C(C)N(C)Cc1nc(COc2ccccc2)no1 (stereo unspecified)
    10.1%, 0.4%, -1.2%, -0.1%, 1.1, 0.3%, 1.7%, -2.9%, 13.5, 0.5%, 17.4
- Cn1ncc(C#N)c1/N=C/N1CCOCC1
    -3.6%, -1.1%, -21.7%, 1.7%, 2.3, -7.0%, 4.7%, 1.9%, -0.2, 1.5%, -5.7
- O=C(NCc1ccccc1Cl)C1CCC(CNc2nc(=S)[nH]c3ccccc23)CC1 (stereo unspecified)
    -4.4%, -0.5%, ?, 1.5%, -1.4, 1.3%, -4.6%, -3.7%, 7.8, -42.5%, 2.6
- CC(C)c1ccc(N2C(=NC(=O)C3CC3)SC3CS(=O)(=O)CC32)cc1 (stereo unspecified)
    ?, 0.1%, 0.5%, -3.5%, 0.8, -4.2%, -0.4%, 0.6%, 0.9, 10.0%, -1.4
- COc1ccc(S(=O)(=O)Nc2c(C)n(C)n(-c3ccccc3)c2=O)cc1Br
    -3.8%, 2.3%&0.3%, -1.3%, 0.1%, 3.4, -1.0%, 15.7%, -1.7%, 1.9, 5.4%, -0.9
- O=C(CC1NCCNC1=O)Nc1ccccc1 (stereo unspecified)
    6.6%, -0.5%, 0.1%, -2.6%, 0.2, 3.4%, 0.8%, -0.5%, -2.0, 0.6%, 7.1
- COCCn1c(SCC(=O)Nc2nc(C)cs2)nnc1C(C)C
    1.9%, 0.9%, -1.0%, -2.0%, -2.0, -1.0%, 1.5%, -1.0%, -10.0, 2.1%, 6.6
- Clc1ccc(-c2cc(COc3ccc4ccccc4c3)no2)cc1
    -1.2%, -1.7%, 0.0%, -1.8%, 0.3, -2.3%, -0.7%, 0.6%, 5.3, 0.8%, 5.2
- Cc1ccc(C(=O)NNC(=O)c2nn(-c3ccc(F)cc3)ccc2=O)cc1
    -0.7%, 15.1µM*, 1.4%, -1.3%, 2.9, 1.2%, 0.2%, -6.2%, 17.5, -2.2%, -2.9
- COc1cc(C=NNC(=O)c2cccnc2)ccc1OC(=O)c1ccccc1F
    ., ., 0.2%, ., ., 6.7%, -5.5%, ., 12.9, ., 12.3
- CN1CCN(c2ccc(-c3ccnn3C(=O)Nc3cccc(C(F)(F)F)c3)cc2)CC1
    5.8%[10 µM], 21.3µM*, ?, 3.55µM*, -2.0, -28.9%, -6.4%, 22.6%[1.84 µM], -4.6, 4.1%, 1.8
- CCOc1cc(CNc2cccc3[nH]c(C)nc23)ccc1OC
    9.5%, -3.6%, -4.6%, -0.6%, -18.4, 2.3%, -7.6%, -3.4%, 16.7, 19.8%, -2.4
- COC(=O)[C@@]1(Cc2ccc(OC)cc2)[C@H]2c3cc(C(=O)N(C)C)[nH]c3C[C@H]2CN1C(=O)c1ccccc1
    -11.1%&-6.9%, 3.2%, 8.4%, -1.7%, -2.0&1.4, -3.0%, -0.8%, -4.2%, 4.1, ?, 1.2
- Cc1ccc(O)c(CCc2ccccc2)n1
    23.6%, -4.8%, -2.0%, 7.4%, -6.2, 8.6%, -2.2%, -18.2%, 5.9, 26.5%, 16.2
- Cc1c(C(=O)C(=O)NCCC2=CCCCC2)c2ccccc2n1C
    -5.4%, 0.3%, -0.6%, 1.5%, 3.2, 3.6%, 1.8%, -1.4%, 15.8, 20.4%, -22.5
- O=S(=O)(NCc1ccccc1)c1cccs1
    -1.1%, 4.5%, 1.4%, 2.9%, -0.1, 0.5%, -7.7%, 1.4%, -14.9, 3.0%, 5.0
- CCSc1nc(C)nc2c1oc1ccccc12
    0.5%, ?, 18.5%, 0.8%, 1.8, 0.5%, -2.9%, -5.4%, 1.2, -5.9%, 4.6
- COc1cccc(C(=O)/C=C/Nc2ccc(S(=O)(=O)Nc3ncccn3)cc2)c1
    -5.5%, ?, 0.7%, 0.6%, 4.3, -2.3%, -1.1%, -1.1%, -5.8, ?, 14.8
- O=c1c2ccccc2nc(SCc2cccc(F)c2)n1Cc1ccco1
    -17.2%, 3.8%, -6.7%, -1.4%, 2.1, -0.4%, ., -8.8%, 7.4, ?, -10.8
- CCCN(CC1CC1)C(=S)NC(=O)c1cc(Br)ccc1Cl
    ., -8.1%, -1.0%, 5.6%, ., -0.2%, -13.3%, 1.2%, 14.5, ., -2.7
- C/C(Cc1ccccc1)=N\NC(=O)CNC(=O)c1ccc(C(C)(C)C)cc1
    -4.6%, ?, 3.3%, -2.5%, 2.0, -4.1%, 1.9%, 10.6%, 4.1, 21.3%, 6.2
- CCOC(=O)C1=NN(c2cccc(Cl)c2)C2=NC(C)=C(C(=O)OC)C(c3cccs3)N12 (stereo unspecified)
    -6.5%, 0.2%, -4.6%, -12.1%, -4.4, -3.1%, -0.5%, -3.0%, -3.2, 25.8%, .
- Cn1nc(C(=O)N2CCCC2)c2ccccc2c1=O
    1.2%, -0.9%, -0.3%, 3.1%, 0.0, -5.7%, ., -9.4%, 25.2, -34.2%, 0.9
- O=C(N/N=C/c1ccc(-n2ccnc2)cc1)c1cccs1
    ?, 12µM*, ?, ?, 5.5, -0.8%, -3.4%, ?, -0.3, 13.0%, 9.1
- CC(=O)Nc1ccc(NC(=O)c2ccccc2N(C)S(=O)(=O)c2ccc(C)cc2)cc1
    -8.0%, -4.7%, -0.4%, 1.3%, 3.8, -1.6%, 7.7%, 1.6%, 6.0, ?, -3.3
- C/C(=N\NC(=O)CSc1ncccn1)c1ccc2c(c1)OCCO2
    -3.4%, ?, 6.2%, 13.2%, 0.3, -9.4%, 0.3%, 16.7%, 0.5, ?, 8.5
